Bioassay records deposited in PubChem BioAssay by National Center for Advancing Translational Sciences (NCATS).
D2 antag: HTS Assay for Allosteric Antagonists of the Human D2 Dopamine Receptor: Primary Screen for Antagonists; D(2) dopamine receptor (Homo sapiens), P14416; HEK293 TREx D2 cells, calcium flux, dopamine EC80; inhibition, % at 10 µM; actives 2% (n = 340,000); in the data active = inhibition above about 30%; also: 0% is about no effect
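Compounds are added to dye-loaded, induced HEK293 T-REx cells coupled to calcium release via D2; after a 3 min kinetic read an EC80 dopamine stimulus is given and fluorescence is recorded for 3 more min.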
TRHR ag: qHTS for Small Molecule Agonists and Allosteric Enhancers of Human TRH Receptor: Primary Screen for Agonists; Thyrotropin-releasing hormone receptor (Homo sapiens), P34981; TRHR cells, calcium flux fluo-8, FDSS agonist mode; activation, % at 2 µM; actives 0.18% (n = 360,000); AID 493084, 2011; in the data active = activation above about 30%; also: 0% is about no effect
Target sequence (P34981 whole entry, looked up): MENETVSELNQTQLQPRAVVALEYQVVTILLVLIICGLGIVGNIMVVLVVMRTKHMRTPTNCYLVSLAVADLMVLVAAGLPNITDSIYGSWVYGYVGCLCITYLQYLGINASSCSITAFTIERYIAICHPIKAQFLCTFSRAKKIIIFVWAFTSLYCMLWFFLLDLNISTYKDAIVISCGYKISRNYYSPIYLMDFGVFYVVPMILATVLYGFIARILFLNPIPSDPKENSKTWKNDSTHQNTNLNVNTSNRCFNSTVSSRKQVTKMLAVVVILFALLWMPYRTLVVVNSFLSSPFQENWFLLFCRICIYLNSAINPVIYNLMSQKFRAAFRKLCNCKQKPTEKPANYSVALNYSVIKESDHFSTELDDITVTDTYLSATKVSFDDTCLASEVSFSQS
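TRHR-expressing cells loaded with fluo-8 calcium dye; 23 nL library compound pin-transferred, kinetic FDSS fluorescence (Ex 480/Em 530) recorded about 180 s for agonist-induced calcium release, before a 10 nM TRH EC20 addition for potentiator mode.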
TRHR enhancer: qHTS for Small Molecule Agonists and Allosteric Enhancers of Human TRH Receptor: Primary Screen for Enhancers | Thyrotropin-releasing hormone receptor (Homo sapiens), P34981 | TRHR cells, fluo-8 calcium fluorescence, EC20 TRH enhancement | enhancement, % at 2 µM | actives 0.66% (n = 360,000); in the data active = enhancement above about 30%; also: 0% is about no effect
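TRHR-expressing cells loaded with fluo-8 calcium dye were read kinetically (ex 480/em 530) during compound addition, then stimulated with an EC20 of TRH (10 nM final). Enhancement of the Gq-mediated intracellular calcium response was scored.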
D2 agonist: HTS Assay for Allosteric Agonists of the Human D2 Dopamine Receptor: Primary Screen for Agonists; activation, % at 2 µM; HEK293 T-REx D2 cells, calcium flux agonist mode; actives 0.53% (n = 340,000); AID 485358, 2010;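 active = activation over 3 SD above normal in the single-dose calcium agonist read, cut at about 30% in these data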; also: 0% is about no effect
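Tetracycline-induced HEK293 Trex cells with D2 receptor force-coupled to calcium signaling, plated overnight at 30 C and loaded with no-wash calcium dye. Calcium flux read kinetically for 180 s after compound addition; responses flag agonists.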
Pin1 inhibitor: qHTS Assay to Find Inhibitors of Pin1; Peptidyl-prolyl cis-trans isomerase NIMA-interacting 1 (Homo sapiens), Q13526; Pin1 FP peptide displacement, HiFluor488, 10 min; Potency, µM (highest dose often 115 µM), inactives show at the highest dose activity, negative = inhibition, most hits filed as inhibitors; actives 0.009% (n = 390,000); AID 504891, 2011; active = well fitted inhibition curve with a large enough effect in the polarisation, with a control signal flat, not every such curve was filed as active; inconclusive = small, poorly fitted or top-dose-only effect, or effect the other way, or a change in a side signal; inactive = no such curve, though single readings can be large or run the other way; the % refers to the polarisation; also: potency is read from the fitted curve at half-maximal effect; % is scaled to controls: 0 for no effect and ±100 for the full control effect
Target sequence (Q13526 whole entry, looked up): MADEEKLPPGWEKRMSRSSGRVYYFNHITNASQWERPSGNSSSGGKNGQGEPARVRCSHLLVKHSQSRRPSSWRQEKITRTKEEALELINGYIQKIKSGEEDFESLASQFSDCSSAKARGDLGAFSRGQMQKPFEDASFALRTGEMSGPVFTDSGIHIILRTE
TrxR1 substrate: qHTS Assay for Substrates of Mammalian Selenoprotein Thioredoxin Reductase 1 (TrxR1): qHTS | Thioredoxin reductase 1, cytoplasmic (Rattus norvegicus), O89049 | purified TrxR1 substrate turnover, NADPH consumption readout | Potency, µM (doses to about 114 µM), inactives show at the highest dose activity change, negative = substrate turnover | actives 0.01% (n = 390,000); also: potency is read from the fitted curve at half-maximal effect; % is scaled to controls: 0 for no effect and ±100 for the full control effect; nearly all actives have a fitted effect of over 50% in size
Target sequence (O89049 whole entry, looked up): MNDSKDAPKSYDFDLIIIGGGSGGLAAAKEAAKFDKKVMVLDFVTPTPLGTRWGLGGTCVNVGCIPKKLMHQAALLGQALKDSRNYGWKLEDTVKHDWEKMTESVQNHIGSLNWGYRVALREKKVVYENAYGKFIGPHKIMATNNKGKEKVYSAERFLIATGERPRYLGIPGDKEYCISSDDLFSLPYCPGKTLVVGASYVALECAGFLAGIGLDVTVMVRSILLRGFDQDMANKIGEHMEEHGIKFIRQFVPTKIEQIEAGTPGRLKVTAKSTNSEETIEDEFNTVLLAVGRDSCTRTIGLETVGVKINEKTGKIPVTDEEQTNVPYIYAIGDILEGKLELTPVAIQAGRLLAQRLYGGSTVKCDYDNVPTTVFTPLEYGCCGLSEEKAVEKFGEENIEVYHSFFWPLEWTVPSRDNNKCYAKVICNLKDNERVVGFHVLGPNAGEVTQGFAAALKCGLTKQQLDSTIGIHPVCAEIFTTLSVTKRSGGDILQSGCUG
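Rat TrxR1, dispensed at 90 nM, was prereduced with 400 uM NADPH (final) for 5 min at ~22 deg C, then incubated with compound 15 min before 400 uM selenite. A first-read NADPH fluorescence drop versus no-compound background flagged substrates.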
USP1-UAF1 inh: Inhibitors of USP1/UAF1: Primary Screen. recombinant USP1/UAF1, Ub-Rhodamine cleavage fluorescence. Potency, µM (doses to about 57.1 µM), for the others: top-dose activity change, negative = inhibition, usual class: inhibitors. actives 0.23% (n = 390,000). AID 743255, 2014; also: potency is read from the fitted curve at half-maximal effect; % is scaled to controls: 0 for no effect and ±100 for the full control effect; nearly all actives have a fitted effect of over 60% in size; inactives centre near -12
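In this screen, compounds sit with the deubiquitinase complex (1nM) for 15 min at room temperature before Ub-Rho is added at 150nM final. Fluorescence rise is then followed for 6 reads every 60 seconds.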
IDH1 R132H inh: qHTS for Inhibitors of mutant isocitrate dehydrogenase 1 (IDH1): qHTS; Potency, µM (doses to about 76.6 µM), inactives show at the top dose activity change, negative = inhibition, usual class: inhibitors; Isocitrate dehydrogenase [NADP] cytoplasmic (Homo sapiens), O75874; AID 602179, 2012; IDH1-R132H enzyme, NADPH consumption, diaphorase/resazurin fluorescence; actives 0.093% (n = 390,000); also: potency is read from the fitted curve at half-maximal effect; % is scaled to controls: 0 for no effect and ±100 for the full control effect; nearly all actives have a fitted effect of over 65% in size
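IDH1-R132H (0.5 ug/mL dispensed) in pH 7.5 Tris buffer was preincubated 30 min with compound, then given a substrate mix of 0.016 mM NADPH and 2 mM alpha-KG for 80 min at room temperature; remaining NADPH was read by diaphorase/resazurin fluorescence.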
TrxR1 inh: qHTS Assay for Inhibitors of Mammalian Selenoprotein Thioredoxin Reductase 1 (TrxR1): qHTS; Thioredoxin reductase 1, cytoplasmic (Rattus norvegicus), O89049; recombinant rTrxR1, NADPH fluorescence consumption, selenite substrate; Potency, µM (highest dose often 114 µM), for the others: at the top dose activity change, negative = inhibition, most hits filed as inhibitors; actives 1% (n = 390,000); also: potency is read from the fitted curve at half-maximal effect; % is scaled to controls: 0 for no effect and ±100 for the full control effect; nearly all actives have a fitted effect of over 65% in size
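Rat TrxR1 (90 nM in the dispensed reagent) was pre-reduced with 400 uM NADPH for 5 min at room temperature, then incubated with compound for 15 min. After 400 uM selenite was added, NADPH fluorescence (Ex 340/Em 450 nm) was followed for 8 min.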
The depositor's hits bear a star; ? = inconclusive; . = not tested or not shown; & = joins results of further samples; [ ] = another dose, or the depositor's remark. Unless noted, calls follow the shape of the dose curve; as a rule, active = well fitted inhibition curve with a large enough effect; inconclusive = small, poorly fitted or top-dose-only effect; inactive = no such curve, though single readings can be large or run the other way.

SMILES	D2 antag	TRHR ag	TRHR enhancer	D2 agonist	Pin1 inhibitor	TrxR1 substrate	USP1-UAF1 inh	IDH1 R132H inh	TrxR1 inh
CCOCCCn1c(=N)c(C(=O)NCc2ccco2)cc2c(=O)n3ccccc3nc21	.	0.3	-2.7	1.6	0.2%	66.7%[activator]	-21.1%	-6.7%	24.9%
CC1(C)C[C@@H]1C(=O)N/C(=C\CCCCSC[C@H](N)C(=O)O)C(=O)O	-10.3	-0.1	3.3	0.2	-2.9%	-0.5%	-25.8%	-7.8%	?
Cc1snc(S(=O)(=O)/C(C#N)=N/Nc2cccc(C(F)(F)F)c2)c1C#N	4.4	-0.5	-3.8	0.0	3.3%	-1.5%[57.1 µM]	-8.9%	-10.2%	-23.7%[57.1 µM]
Cn1cc(CN2CCCC(CO)(Cc3ccccc3)C2)cn1 (stereo not drawn)	-30.1	0.5	-8.4	-0.5	-2.5%	-0.5%[57.1 µM]	-15.1%	8.2%	3.7%[57.1 µM]
CC(C)c1cc(CNC(=O)C2CCC(=O)N(Cc3ccccc3F)C2)on1 (stereo not drawn)	9.5	0.1	-5.6	0.1	6.3%	5.3%	-13.4%	-3.8%	4.8%
COc1ccc(C(=O)Nc2ccccc2C(=O)NCCCn2ccnc2)cc1	10.7	-0.5	27.3	-0.7	-4.0%	-9.5%	-1.2%	0.5%	6.0%[57.1 µM]
COc1cc(NS(=O)(=O)c2cc(NC(C)=O)ccc2OC)c(OC)cc1NC(=O)c1ccccc1	.	.	.	.	?	-0.2%	-15.2%	-6.6%	7.8%
CC(C(=O)NCc1ccco1)n1nc(-c2ccccc2)c2cc(Cl)ccc21 (stereo not drawn)	.	0.4	0.8	.	-2.8%	4.3%	-14.6%	-2.1%	14.1%
COc1ccc(OC)c2c1cc(C(=O)N[C@H](C(=O)N1CCC[C@H]1C(=O)O)C(C)C)n2C	-24.0	0.0	-0.2	0.7	2.4%	-4.0%	?	-1.4%	9.6%
CCOC(=O)CNC(=O)CN1CCC(c2nc3ccccc3[nH]2)CC1	-1.7	0.7	3.6	0.1	0.1%	-5.6%	-9.6%	-0.8%	10.0%
Cc1ccc2nc(-c3c[nH]c4ccccc34)c(Nc3ccc(F)cc3)n2c1	.	1.1	2.9	0.0	23.2%	91.9%[activator]	-14.9%	-1.7%	-11.1%
COc1ccc(-c2coc3cc4oc(=O)cc(C)c4cc23)cc1F	-16.3	0.2	-5.1	-0.3	124.2%[activator]	12.0%	?	-1.0%	21.4%
CC1(C)CC(=O)C(C(C2=C(O)CC(C)(C)CC2=O)c2ccco2)C(=O)C1 (stereo not drawn)	.	0.3	-0.2	.	8.8%	-2.7%	-11.1%	1.4%	?
Cc1ccc(Cl)cc1N1CCN(C(=O)COc2cc(=O)n(C)c3ccccc23)CC1	.	-0.6	-0.2	.	-4.2%	2.4%	-32.5%	12.1%	33.1%
Cc1ccc(SCCC(=O)NCCSCc2ccccc2C)cc1	-15.2	0.2	2.0	-0.2	1.6%	-1.5%	-18.1%	8.2%	0.9%
CSCCC(N=C(NS(=O)(=O)c1ccc(C)cc1)c1ccccc1)C(=O)O (stereo not drawn)	10.2	0.2	2.7	0.8	-10.5%	-1.9%	-7.5%	0.0%	10.3%
CCc1ccccc1NC(=O)Cn1nnc2sc3c(c2c1=O)CCC(C(C)(C)C)C3 (stereo not drawn)	.	0.3	18.2	.	25.1%	-8.4%	-16.8%	.	8.1%
CCCC(=O)N(c1ccc2oc(C)c(C(C)=O)c2c1)S(=O)(=O)c1ccc(C(=O)O)cc1	16.4	0.7	-25.1	-0.3	-3.7%	-1.8%	-14.7%	-13.3%	9.1%
CCOc1ccc(S(=O)(=O)N2CN3CCN(C3)C2)cc1	-1.2	0.0	-7.1	22.9	2.5%	-0.4%[57.1 µM]	-16.1%	8.9%	-16.6%[57.1 µM]
COCCN(C(=O)CSc1nnc(-c2ccco2)n1C)c1c(N)n(CC(C)C)c(=O)[nH]c1=O	-3.9	1.4	-1.0	-0.7	4.7%	0.1%	-11.4%	-4.6%	0.3%
CCc1nc(N2CCN(C(C)=O)CC2)c2c3c(sc2n1)CCCC3	3.9	-1.1	-0.8	0.9	-0.3%	-3.7%	-21.8%	-6.7%	15.0%
COc1cc(Br)c(CN2C(=O)NC3(CCCCCC3)C2=O)cc1OC	0.4	-1.5	3.7	1.9	-5.1%	14.6%[57.1 µM]	-3.1%	5.2%	18.8%[57.1 µM]
CC(=O)Nc1cccc(NC(=O)C2CCCN2C(=O)Nc2ccc(Cl)cc2)c1 (stereo not drawn)	20.6	-0.2	-4.6	0.6	-3.6%	0.7%	-6.4%	-3.3%	3.9%
CCOc1ccc(S(=O)(=O)N2CCC(C(=O)OC(C)C(=O)NC3CCCCC3C)CC2)cc1 (stereo not drawn)	-19.0	0.9	-5.2	-3.8	-2.4%	-8.4%	-12.7%	0.2%	-7.4%
COc1cc(C2C3=C(Nc4nc(N)[nH]c(=O)c42)c2ccccc2C3=O)ccc1O (stereo not drawn)	-10.0	0.5	-4.5	-0.2	?	-5.7%	-13.4%	6.9%	-14.7%

Some of these compounds in order of the TRHR enhancer value, smallest number first:
molecule | D2 antag | TRHR ag | TRHR enhancer | Pin1 inhibitor | TrxR1 substrate | USP1-UAF1 inh | IDH1 R132H inh | TrxR1 inh
CCOc1ccc(S(=O)(=O)N2CN3CCN(C3)C2)cc1 | -1.2 | 0.0 | -7.1 | 2.5% | -0.4%[57.1 µM] | -16.1% | 8.9% | -16.6%[57.1 µM]
CCOc1ccc(S(=O)(=O)N2CCC(C(=O)OC(C)C(=O)NC3CCCCC3C)CC2)cc1 (stereo not drawn) | -19.0 | 0.9 | -5.2 | -2.4% | -8.4% | -12.7% | 0.2% | -7.4%
CC1(C)C[C@@H]1C(=O)N/C(=C\CCCCSC[C@H](N)C(=O)O)C(=O)O | -10.3 | -0.1 | 3.3 | -2.9% | -0.5% | -25.8% | -7.8% | ?

(next part)
SMILES	D2 antag	TRHR ag	TRHR enhancer	D2 agonist	Pin1 inhibitor	TrxR1 substrate	USP1-UAF1 inh	IDH1 R132H inh	TrxR1 inh
CS(=O)(=O)N1CCN(C(=O)c2ccccc2)C1	16.4	0.5	0.8	0.2	2.3%	3.7%	-3.3%	13.2%	10.7%
CC(C)NS(=O)(=O)c1ccc(OCC(=O)NCc2cccnc2)cc1	-10.4	0.2	-0.9	0.4	-8.3%	6.9%	8.5%	1.8%	18.7%
Cc1nc(NC(=O)CN(C)S(=O)(=O)c2ccc(Cl)cc2)sc1C	-19.5	-2.1	4.6	-0.3	1.0%	-11.2%	0.7%	4.7%	4.0%
CCCn1c(N)c(N(CCOC)C(=O)c2cc3c(s2)CCCCC3)c(=O)[nH]c1=O	-5.3	-0.2	2.5	-0.7	0.7%	-1.0%	-18.7%	1.2%	7.4%
Cc1cccc(NC(=O)C(=O)NCCCN2CCOCC2)c1	-1.5	0.4&-0.9	-0.1&3.3	-0.4&-2.1	-5.4%&-3.6%	-7.1%&-0.3%	-4.7%&-12.4%	-5.1%&3.5%	4.9%&25.9%
Fc1cccc(NC(=S)NCc2ccccn2)c1	-3.7	0.6	-4.1	-0.7	6.8%	2.0%	-0.1%	-9.7%	-0.6%
COc1ccc(-c2nc(CS(=O)(=O)CC(=O)NCc3ccc4c(c3)OCO4)c(C)o2)cc1	.	0.2	3.0	.	1.6%	-13.2%	-1.4%	-22.4%	?
CCN(CC)c1ccc(/C=N/N2CCN(c3ccccc3OC)CC2)cc1	-16.1	-0.7	-5.5	-1.9	-9.1%	-3.8%	-24.8%	0.4%	25.8%
CCc1nn(CC(=O)N2CCN(CC)CC2)c(=O)c2cccn12	1.4	0.4	-2.1	-0.3	3.3%	6.5%	-0.7%	-13.8%	-12.0%[57.1 µM]
Cc1ccc(N2CC(NS(=O)(=O)c3cccs3)CC2=O)cc1 (stereo not drawn)	0.9	-0.1	-3.4	0.7	-3.3%	0.4%	-22.5%	-6.3%	9.1%
CSc1nc2sc3c(c2c2nnnn12)CCC3	5.8	-0.2	-2.4	0.2	.	.	.	.	.
O=C(Nc1ccccc1Br)N1CCN2CCCCC2C1 (stereo not drawn)	.	0.3	1.3	0.6	-3.6%	5.0%	-16.3%	2.5%	20.6%
COc1cc(OC)cc(C(=O)N[C@H](C(=O)OCC(=O)Nc2ccc(F)c(F)c2)C(C)C)c1	-2.1	-0.2	-5.8	1.2	2.9%	-7.3%	-13.2%	2.4%	-12.6%
CCC1Oc2ccc(C)cc2N(CC(=O)NCCCN2CCCC2)C1=O (stereo not drawn)	-18.5	-1.0	-0.4	-2.2	-7.3%	-0.9%	0.5%	-7.8%	0.7%
CC1=C(C(=O)OC2CCCCCC2)C(c2ccc(Cl)cc2)CC(=O)N1 (stereo not drawn)	.	0.0	-1.5	-0.2	6.5%	0.1%	-24.6%	-1.6%	18.4%
O=C1CCCN1CC1CCN(Cc2nc(CC3CC3)no2)CC1	4.0	-2.6	6.7	0.6	8.3%	-4.6%	-7.2%	3.6%	6.9%

These rows are one share of the data. The share of hits here may be higher or lower than overall.
